KCNK3 block: human KCNK3 channel inhibition, primary screen; O14649; CHO-KCNK3 thallium flux, FluxOR fluorescence; stronger effect = lower value; B-score at 10 µM; 340,000 compounds, 0.84% hits;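 active means B-score under library mean minus 4 SD, starting fluorescence ratio at most library mean plus 5 SD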;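 further: more negative B-score means stronger inhibition of thallium flux through KCNK3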
Target sequence (O14649 whole entry, looked up): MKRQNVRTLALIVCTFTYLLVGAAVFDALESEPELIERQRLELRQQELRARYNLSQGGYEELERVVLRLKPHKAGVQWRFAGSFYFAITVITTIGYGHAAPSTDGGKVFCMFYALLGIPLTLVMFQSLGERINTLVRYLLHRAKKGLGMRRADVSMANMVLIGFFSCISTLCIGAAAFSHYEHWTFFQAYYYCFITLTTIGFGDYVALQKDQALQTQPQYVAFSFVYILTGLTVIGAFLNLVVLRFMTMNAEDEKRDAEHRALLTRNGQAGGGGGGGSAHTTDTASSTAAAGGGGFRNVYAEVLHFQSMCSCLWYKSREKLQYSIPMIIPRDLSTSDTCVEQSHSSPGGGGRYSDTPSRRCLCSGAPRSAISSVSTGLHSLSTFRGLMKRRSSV
KCNQ1 act: human KCNQ1 channel potentiation or activation; CHO-K1 KCNQ1, thallium flux FluxOR fluorescence; stronger effect = higher value; B-score at 10 µM; 310,000 compounds, 0.35% hits; AID 2648;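 active means fluorescence ratio B-score, a plate-corrected score, at least three library SD, with initial intensity B-score within 5 SD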
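assay system = CHO-K1 cells stably expressing KCNQ1 | medium = assay buffer, equal DMSO in all wells | timing = 37 °C overnight plating, 90-min dark dye load, 20-min compound pretreatment | measured by = kinetic FluxOR thallium fluorescence, 10-s 1-Hz baseline, 110-s post-stimulus read | measure = fluorescence change relative to baseline, converted to B score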
KCNK9 block: blocks the human KCNK9 two-pore domain potassium channel; Q9NPC2; HEK293 KCNK9, FluxOR thallium flux fluorescence; stronger effect = lower value; B-score at 10 µM; 310,000 compounds, 1.2% hits; AID 488922;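 active means ratio B-score over 3 SD below the library mean, with starting fluorescence within 5 SD of its mean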;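 further: negative B-score means less thallium flux so channel inhibition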
ANO1 activ: activators or potentiators of mouse TMEM16A chloride channel; Q8BHY3; HEK293 TMEM16A/YFP-H148Q/I152L, iodide quench fluorescence; stronger effect = lower value; B-score at 10 µM; 340,000 compounds, 0.3% hits;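 active means fluorescence-ratio B-score plate-corrected deviation score at least 3 library SD below zero, with starting fluorescence score within 5 deviations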;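 further: channel opened by trigger with iodide after compound preincubation; score built on the fluorescence ratio of max minus min over baseline; more negative score means more quench and so TMEM16A activation or potentiation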
TRPC4 PAM: allosterically enhances the mouse TRPC4 cation channel; HEK293 TRPC4beta/mu-opioid, DAMGO EC20, Fluo-4 Ca2+ flux; stronger effect = higher value; 310,000 compounds, 0.42% hits; AID 2227; Q9QUQ5; B-score at 10 µM;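 active means B-score of calcium response area above 5 SD of library B-scores, with initial fluorescence ratio within 5 SD of library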;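 further: B-score of integrated fluorescence ratio over time as area under calcium response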
hERG rescue: shields human hERG channel from block by proarrhythmic agents | Q12809 | CHO-hERG, FluxOR thallium flux, dofetilide IC70 present | activation (rescue from dofetilide block), less the hit threshold, % at 10 µM | 310,000 compounds, 0.51% hits | AID 1511;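 active means activation above the mean of controls blocked by dofetilide plus 5 SD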;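 further: thallium influx through hERG after potassium depolarization seen as dye fluorescence rise; in these data hits start at about 4.7%; inactives centre near -7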
KCNQ1 inh: inhibitors of human KCNQ1 potassium channel | CHO-K1 KCNQ1, FluxOR thallium flux fluorescence; stronger effect = higher value | B-score at 10 µM | 310,000 compounds, 1.3% hits;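 active means compounds whose thallium flux B-score, printed positive for inhibition, exceeds three library SD while starting fluorescence stays within three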;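 further: channel opened by potassium depolarization with thallium stimulus after 20 min compound exposure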
Dyrk1A ADPGlo: inhibitors of rat Dyrk1A kinase. Q63470. ADP-Glo luminescence, NFATc1 peptide. inhibition, % at 12.5 µM. 310,000 compounds, 0.43% hits. AID 504441; in the data active means inhibition above about 50%;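 further: plate controls were vehicle with enzyme for no effect and no enzyme for full effect; many of its hits are not listed in these tables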
HDAC3 inhib: human HDAC3 inhibition; O15379; recombinant HDAC3, fluorogenic peptide/trypsin coupled, fluorescence; inhibition, % at 8.3 µM; 320,000 compounds, 0.15% hits; in the data active means inhibition above about 26%, passing the limit was not always enough; inconclusive means no clear call, values can overlap the other calls
Target sequence (O15379 whole entry, looked up): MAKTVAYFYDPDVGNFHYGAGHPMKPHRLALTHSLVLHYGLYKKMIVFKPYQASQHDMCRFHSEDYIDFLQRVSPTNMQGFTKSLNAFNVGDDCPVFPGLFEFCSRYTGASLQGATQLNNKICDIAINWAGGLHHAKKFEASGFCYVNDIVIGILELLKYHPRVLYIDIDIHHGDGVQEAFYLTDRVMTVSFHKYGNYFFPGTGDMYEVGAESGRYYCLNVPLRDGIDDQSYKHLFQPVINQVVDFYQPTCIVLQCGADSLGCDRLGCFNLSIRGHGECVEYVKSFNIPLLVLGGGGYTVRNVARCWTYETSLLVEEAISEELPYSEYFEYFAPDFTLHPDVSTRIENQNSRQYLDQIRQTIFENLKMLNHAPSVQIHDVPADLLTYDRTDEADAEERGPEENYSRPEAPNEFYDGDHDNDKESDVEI
TRPC4 agonist: TRPC4 (mouse) channel activation | B-score at 10 µM | HEK293 TRPC4beta/mu-opioid, Fluo4 calcium fluorescence; stronger effect = higher value | Q9QUQ5 | 310,000 compounds, 0.49% hits;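 active means B-score above 5 SD of library B-scores, and initial fluorescence ratio not above library mean plus 5 SD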;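 further: positive B-score marks a calcium rise read as TRPC4 activation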
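Assay system: HEK293 cells stably co-expressing mouse TRPC4beta and mu-opioid receptor / Timing: Fluo4 dye loading 45 min at room temperature, 110 s recording / Signal: Fluo4 calcium-sensitive dye fluorescence, kinetic, 1 Hz baseline / Read-out: integrated baseline-normalised fluorescence ratio, converted to per-well B score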
TMEM16A inh: inhibitors of mouse TMEM16A calcium-activated chloride channel. HEK293 TMEM16A/YFP iodide influx fluorescence, ionomycin. AID 588511. 310,000 compounds, 1.2% hits. normalized B-score (activity score, 25-100; higher = stronger inhibition) at 10 µM. Q8BHY3;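 active means ratio plate-corrected score three or more library SD toward inhibition, starting fluorescence score within five deviations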;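 further: score derived from kinetic fluorescence span divided by baseline fluorescence per well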
* marks the source's active call; other numbers are inactive results; i = inactive; ? = inconclusive; / = no result given. An excerpt; count on the stated rates, not on these rows.

SMILES	KCNK3 block	KCNQ1 act	KCNK9 block	ANO1 activ	TRPC4 PAM	hERG rescue	KCNQ1 inh	Dyrk1A ADPGlo	HDAC3 inhib	TRPC4 agonist	TMEM16A inh
COc1cccc(NC(=O)CCC2CCN(C(=O)c3sccc3C)CC2)c1	i	i	i	i	i	-13	i	-7	-3	i	i
COC(=O)NNC(=O)CCCOc1ccc(Cl)cc1Cl	i	i	i	i	i	-6	i	-7	-2	i	i
Cc1cc(=O)oc2cc(Oc3ncccn3)ccc12	i	i	i	i	i	-15	i	3	-2	i	i
COc1cc2[nH]c(=S)n(Cc3ccc(F)cc3)c(=O)c2cc1OC	i	i	i	i	i	-12	i	6	1	i	i
N#C/C(=C\c1cn[nH]c1-c1ccccc1Br)C(=O)O	i	i	i	i	i	-1	i	6	7	i	i
COc1ccc(CCNC(=O)COC(=O)c2ccc[nH]c2=O)cc1	i	i	i	i	i	-9	i	0	2	i	i
O=C(NCc1ccccc1Cl)c1ccc(Br)o1	i	i	i	i	i	-18	i	-6	-6	i	i
C=CCN1C(=O)/C(=C2\SC(N3CCOCC3)=NC2=O)c2cc(Br)ccc21	i	i	i	i	i	-8	i	-7	1	i	i
COc1ccc(OC)c2nc(-c3ccc4c(c3)OCO4)ccc12	i	i	i	i	i	-3	i	2	3	i	i
CCc1ccc(C(=O)N/N=C/c2ccc(Cl)cc2Cl)nc1	/	i	i	/	i	-4	i	/	8	i	i
CCOC(=O)c1ccc(S(=O)(=O)NNC(=O)COc2ccc(C)cc2)cc1	i	i	i	i	i	-9	i	0	3	i	i
O=C(CCc1ccccc1)N1CCN(CCO)CC1	i	i	i	i	i	-7	i	7	0	i	i
Nc1nc(SCC(=O)NCc2ccc3c(c2)OCO3)n[nH]1	i	i	i	i	i	-14	i	1	4	i	i
O=C(c1ccccc1O)N1CCOCC1	i	i	i	i	i	-13	i	-5	-3	i	i
CCN(CC)C(=O)Cn1c(=O)oc2ccccc21	i	i	i	i	i	0	i	-2	-8	i	i
CCOC(=O)C1CCN(CCC(=O)Nc2ccc(Br)c(C)c2)CC1	i	i	i	i	i	-4	i	3	-6	i	i
O=C(COC(=O)C1CCN(c2ccc(C(F)(F)F)cn2)CC1)NCc1ccc(F)cc1	i	i	i	i	i	-14	i	11	16	i	i
CC(=O)Nc1cccc(-c2csc(Nc3ccccn3)n2)c1	i	i	i	i	i	-4	i	28	4	i	i
CCc1nnc(NC(=O)c2ccc(Cl)c(S(=O)(=O)N3CCc4ccccc4C3)c2)s1	i	i	i	i	i	-6	i	-4	-3	i	i
CC(OC(=O)c1nsc(Cl)c1Cl)C(=O)NCc1ccco1 (stereo not given)	i	i	i	i	i	-10	i	3	0	i	i
O=C(NC1CCN(C(=O)N2c3ccccc3Sc3ccccc32)CC1)c1ccccc1F	-11*	i	i	i	i	-8	i	-3	-6	i	i
COC(=O)C1=C(C)NC(C)=C(C(=O)OC)C1c1ccc(-c2cccc([N+](=O)[O-])c2)o1	i	i	i	i	i	-6	i	0	35*	i	i
O=S(=O)(c1cccc2nonc12)N1CCN(c2ccc(F)cc2)CC1	i	i	i	i	i	-4	i	3	-8	i	i
CSc1ccccc1C(=O)Nc1cccc([N+](=O)[O-])c1C	i	i	i	i	i	-8	i	1	3	i	i
O=C(COC(=O)CCc1nc2ccccc2c(=O)[nH]1)NC(c1ccccc1)c1ccccc1	i	i	i	i	i	-7	i	-6	-3	i	i

Only KCNQ1 inh and hERG rescue, for 2 of the compounds above:
compound | KCNQ1 inh | hERG rescue
CCOC(=O)c1ccc(S(=O)(=O)NNC(=O)COc2ccc(C)cc2)cc1 | i | -9
O=C(COC(=O)CCc1nc2ccccc2c(=O)[nH]1)NC(c1ccccc1)c1ccccc1 | i | -7

Next structures:
SMILES	KCNK3 block	KCNQ1 act	KCNK9 block	ANO1 activ	TRPC4 PAM	hERG rescue	KCNQ1 inh	Dyrk1A ADPGlo	HDAC3 inhib	TRPC4 agonist	TMEM16A inh
Cc1cccc(NC(=O)CN2CCN(CC(=O)Nc3cccc(C)c3)CC2)c1	i	i	i	i	i	2	i	/	-3	i	i
Oc1[nH]c2ccc(Br)cc2c1N=NC(=S)NCC1CCCO1 (stereo not given)	i	i	i	i	i	-17	i	12	-8	i	i
Cc1cccc(N2CCN(C(=O)C3CCN(S(=O)(=O)c4c(C)noc4C)CC3)CC2)c1C	i	i	i	i	i	-10	i	4	6	i	i
O=C(COC(=O)c1cccc(S(=O)(=O)N2CCc3ccccc32)c1)Nc1ccc(Cl)cn1	i	i	i	i	i	-7	i	-77	-1	i	i
CC(=O)c1ccc(-n2c(-c3cc(-c4ccsc4)n[nH]3)n[nH]c2=S)cc1	i	i	i	i	i	-14	i	-5	0	i	i
O=C(N/N=C/c1cccc([N+](=O)[O-])c1)c1cc(-c2ccc3c(c2)OCO3)n[nH]1	i	i	i	i	i	-7	i	-11	-3	i	i
O=S(=O)(c1ccc2c(c1)OCCO2)N1CCC(O)(c2ccc(Cl)cc2)CC1	i	i	i	i	i	-10	i	1	0	i	100*
O=C(CSc1nc(-c2ccccc2)cc(=O)[nH]1)N1CCc2ccccc21	i	/	/	i	/	/	/	1	1	/	i
O=[N+]([O-])c1ccc(NCCCNS(=O)(=O)c2ccc(Cl)cc2)c(Cl)c1	i	i	i	i	i	-21	i	/	7	i	i
O=C(Nc1cccc(S(=O)(=O)N2CCCCCC2)c1)c1ccc2ccccc2n1	i	i	i	i	i	-8	i	1	2	i	i
CCC(c1nnc(SCCNCCO)n1CCN1CCOCC1)N(C)C (stereo not given)	/	i	i	/	i	1	i	/	-9	i	i
COC(=O)c1ccc2c(=O)n(CCN3CCOCC3)c(SCC(=O)Nc3cccc(OC)c3)nc2c1	i	i	i	i	i	-2	i	-2	?	i	i
COc1ccc(OC)c(S(=O)(=O)N2CCC(C(=O)N3CCCC3)CC2)c1	i	i	i	i	i	-3	i	-4	4	i	i
COc1cc(CC(=O)N/N=C/c2ccccc2)c([N+](=O)[O-])cc1OC	/	i	i	/	i	-4	i	/	-1	i	i
c1ccc(NC2=NCCN2CCCC2CCCC2)cc1	i	/	/	i	/	/	/	-1	1	/	i
COc1ccc(C2=NOC(COc3ccc4c(C)cc(=O)oc4c3)C2)c(OC)c1 (stereo not given)	i	i	i	i	i	-4	i	/	-4	i	i
CCCCC1=NN(C(=O)c2cccnc2)C(O)(C(F)(F)F)C1 (stereo not given)	i	i	i	i	i	-7	i	/	-5	i	i
COc1ccc2[nH]c(=O)c(CN(c3ccccc3OC)S(=O)(=O)c3ccccc3)cc2c1	i	i	i	i	i	-10	i	4	-6	i	i
COc1ccccc1CN(CC(=O)NCc1ccc2c(c1)OCO2)C(=O)c1ccc2c(c1)OCCO2	i	i	i	i	i	-14	i	-13	-4	i	i
Cc1cc(NC(=O)Cn2nc(C(F)(F)F)c3c2CCC3)n(-c2ccccc2)n1	i	i	i	i	i	-14	i	6	0	i	i
Cc1nn(Cc2ccccc2Cl)c(C)c1C(=O)NCc1ccco1	i	i	i	i	i	-5	i	6	4	i	i
CCCCOc1ccccc1NC(=O)CC1Nc2ccccc2NC1=O (stereo not given)	i	i	i	i	i	-7	i	-4	1	i	i
COc1cccc(C(=O)O/N=C2\CCS(=O)(=O)c3sccc32)c1	i	i	i	i	i	-1	i	2	20	i	i
O=C(CN1C(=O)COc2ccc(Cl)cc21)Nc1ccc2c(c1)OCCO2	i	i	i	i	i	-7	i	8	0	i	i
CSc1nnc(N2C(=O)C(O)=C(C(=O)c3ccco3)C2c2ccccc2F)s1 (stereo not given)	i	i	i	-4.8*	i	-6	i	-3	3	i	i
Additional records follow.
SMILES	KCNK3 block	KCNQ1 act	KCNK9 block	ANO1 activ	TRPC4 PAM	hERG rescue	KCNQ1 inh	Dyrk1A ADPGlo	HDAC3 inhib	TRPC4 agonist	TMEM16A inh
CC1(C)CC(NC(=O)c2cccc(S(=O)(=O)N(Cc3ccccc3)c3ccccc3)c2)CC(C)(C)N1	i	i	i	i	i	-10	i	1	-2	i	i
CCOc1ccc(CCNC(=O)COC(=O)c2ccc(S(C)(=O)=O)cc2)cc1OCC	i	i	i	i	i	-7	i	-1	12	i	i
CCc1nnc(NCn2nc(C)cc2C)s1	i	i	i	i	i	-7	i	-3	-5	i	i
COc1ccc(/C=C/C(=O)NC(C)CCc2ccccc2)cc1 (stereo not given)	i	i	i	i	i	-9	i	10	-4	i	i
O=S(=O)(/C=C/c1ccccc1)Nc1ccc(F)cc1	i	i	i	i	i	-7	i	2	4	i	i
CC(=O)c1ccc(Nc2c(C)n(C)n(-c3ccccc3)c2=O)cc1	i	i	i	i	i	-15	i	2	5	i	i
CCOC(=O)C(=CNc1cc(OC)ccc1-n1cccc1)C(=O)OCC	i	i	i	i	i	-12	i	10	11	i	i
Cc1ccn2c(=O)nc(SCC(=O)N3CCCCC3)nc2c1	i	i	i	i	i	-8	i	/	3	i	i
Cc1cccc(N/C=C/c2onc(C)c2[N+](=O)[O-])c1	i	i	i	i	i	-3	i	4	4	i	i
COC(C/C=C\[C@@H](O)[C@@H](C)OCc1ccccc1)OC	i	i	i	i	i	-2	i	29	5	i	i
COC(=O)c1cccn(CC(=O)c2ccc(Cl)cc2Cl)c1=O	i	i	i	i	i	-6	i	2	4	i	i
Cc1ccn2cc(CCNC(=O)c3ccc(Br)o3)nc2c1	i	i	i	i	i	-6	i	5	/	i	i
Cc1oc(C)c(C(N)=O)c1C(N)=O	i	i	i	i	i	2	i	-3	-5	i	i
CN(C)CCCNC(=S)NCCNc1nc2cc3c(cc2cc1C#N)OCO3	i	i	i	i	i	-16	i	9	-26	i	i
O=C(CN1CCN(Cc2ccc(F)cc2)CC1)Nc1ccccc1F	i	i	i	i	i	-8	i	1	5	i	i
Cc1cc(C)nc(N/N=C/c2cc(Br)ccc2O)n1	i	i	i	i	i	-9	i	1	3	i	i
O=C(c1ccc([N+](=O)[O-])c(CS(=O)(=O)c2ccc(Cl)cc2)c1)N1CCCC1	i	i	i	i	i	0	i	3	1	i	i
CCCCC(=O)Nc1ccc2c(c1)OCCO2	i	i	i	i	i	-3	i	-1	/	i	i
C(=C\c1ccccc1)/CN1CCN(Cc2ccc3c(c2)OCCO3)CC1	/	i	i	/	i	-11	i	/	/	i	/
O=c1[nH]c2ccccc2cc1CN(Cc1ccco1)S(=O)(=O)c1ccccc1	i	i	i	i	i	-6	i	0	-7	i	i
CC(C)(C)NC(=O)Nc1nnc(SCC(=O)NC2CCCCC2)s1	i	i	i	i	i	-4	i	-2	/	i	i
